UDG counter = counter-screen for AID inhibitors: uracil-DNA glycosylase inhibition; AID 1347430; FRET deamination/UDG coupled assay, UDG read, 4 h; hit rate 0.14% among 91,000; Potency, µM (top dose mostly 115 µM), without a hit: top-dose activity change, negative = inhibition, usual class: inhibitors; note: nearly all actives have a fitted effect of over 65% in size
AID inhibitor = activation induced cytidine deaminase inhibition | AID deamination FRET fluorescence, UDG-coupled, 4 h | Potency, µM (series often up to 115 µM), without a hit: top-dose activity change, negative = inhibition, actives largely listed as inhibitors | hit rate 0.32% among 91,000 | AID 1347428; note: nearly all actives have a fitted effect of over 25% in size
Target sequence (Q9GZX7 whole entry, looked up): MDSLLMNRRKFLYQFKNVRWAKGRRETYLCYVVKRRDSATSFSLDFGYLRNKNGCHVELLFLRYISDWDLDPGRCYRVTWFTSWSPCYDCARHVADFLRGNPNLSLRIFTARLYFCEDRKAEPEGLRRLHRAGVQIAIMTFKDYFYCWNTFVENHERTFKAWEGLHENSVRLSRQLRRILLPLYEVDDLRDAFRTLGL
* = called active by the depositor; ? = inconclusive; [ ] = dose if it differs, or a comment. Calls come from the whole dose curve; as a rule, active = well fitted curve in the direction sought with a large enough effect; inconclusive = small, poorly fitted or top-dose-only effect, or another doubt; inactive = no such curve, though single readings can be large; an effect the other way counts as inactive or inconclusive. % is set by controls: 0 for no effect and ±100 for the full control effect; potency is the fitted concentration of half-maximal effect.

canonical_smiles,UDG counter,AID inhibitor
CC(NC(=O)c1cccnc1Cl)c1ccc2c(c1)CCCC2 (configuration not stated),6%,-7%
CNc1oc(-c2cc(S(=O)(=O)N(C)Cc3ccccc3)c(C)o2)nc1C#N,-10%,-10%
CC(=O)Nc1cc(C(=O)NCc2ccc(F)cc2)ccc1S(=O)(=O)c1ccc(C)cc1,-11%,6%
O=C(CSc1nc2ccccc2o1)N(Cc1ccccc1)Cc1ccco1,-8%,-13%
CCCCCCCCCOc1cccc(CNc2cccc3ccccc23)c1,-26%,?
Cc1cc(=S)[nH]c2ccccc12,10%,5%
Cc1cccc(CNC(=O)c2ccccc2NC(=O)c2cccs2)c1,-3%,-9%
CC(C)CCNC(=O)c1ccc2nc(CCc3ccccc3)oc2c1,-10%,-20%
COc1ccc(CN2C(=O)C(=O)c3cc(C)ccc32)cc1OC,-3%,-12%
COc1ccc(Nc2nc(Cl)nc(Nc3cccc([N+](=O)[O-])c3)n2)cc1,-13%,-20%
CCOC(=O)c1ccc(NC(=O)CSc2ccc3ccccc3n2)cc1,6%,7%
Cc1cc(C)cc(OCc2cc(=O)n3c(-c4ccccc4)csc3n2)c1,-4%,38%[activator]
COCCn1c(SC(C)C(=O)c2cccc(Cl)c2)nnc1-c1ccc(Cl)cc1 (configuration not stated),-6%,-10%
CC(=O)N1CCOc2cc(S(=O)(=O)Nc3cccc(C(F)(F)F)c3)c(Cl)cc21,-6%,3%
Cc1cc(CNC(=O)COc2ccc3ccccc3c2)c2ccccc2n1,-3%,1%
O=C(Nc1ccc(Br)cc1)c1cc(S(=O)(=O)N2CCc3ccccc32)ccc1F,-5%,0%
COc1ccc(C(C)=O)cc1COC(=O)C1(c2cccc(F)c2)CCCC1,-7%,-18%
Cc1sc(NC(=O)C2CC2)c(C#N)c1C,1%,9%
CC1=C(C(N)=O)C(c2ccc(F)cc2)n2nc(-c3ccc(N(C)C)cc3)nc2N1 (configuration not stated),5%,10%
COCc1nnc(NC(=O)CCn2ccc3ccc(Br)cc32)s1,-11%,-4%
CC1=C(C(=O)Nc2ccc(Cl)cc2)C(c2ccc(C(F)(F)F)cc2)n2nnnc2N1 (configuration not stated),15%,43%[activator]
COCCN1C(=O)c2[nH]nc(-c3ccccc3O)c2C1c1ccc(OCc2ccccc2)c(OC)c1 (configuration not stated),-8%,4%
COc1ccc(CCNC(=O)CCCn2nc(C)c3sc4ccccc4c3c2=O)cc1OC,-25%,?
CSc1ccccc1NC(=O)c1c(F)cccc1F,-3%,-7%
CCOc1ccc(NC(=O)CNS(=O)(=O)c2ccc(Br)s2)cc1,6%,19%
CCn1c(SCC(=O)Nc2cc(C)ccc2F)nnc1-c1ccccc1O,-11%,5%
N=C(N)N1CCN(c2ccccc2)CC1,5%,-2%
C/C(=C\c1ccc([N+](=O)[O-])cc1)C(=O)c1ccccc1,1%,-18%
COc1ccc(N2CCN(CCCNC(=O)c3ccc4nc(Cc5ccccc5)oc4c3)CC2)cc1,-6%,-8%
Cc1onc(-c2ccccc2)c1-c1nnc(CSc2nnnn2C2CCCCC2)o1,-16%,?
CCC(C)NC(=O)CSc1nc2cc3c(cc2c(=O)n1CCCC(=O)NCc1ccc2c(c1)OCO2)OCO3 (configuration not stated),-8%,-2%
CCC(C)NC(=O)c1sc2nc(C)c(C(=O)Nc3ccc(C)cc3C)c(-c3ccc(NC(C)=O)cc3)c2c1N (configuration not stated),0%,20%
O=C(NCCc1ccccn1)c1cc(-c2ccncc2)nc2ccccc12,10%,-4%
Fc1ccccc1COc1ccc(Br)cc1CNc1nn[nH]n1,-3%,-11%
COc1ccc(OC)c(CCNc2ncnc3onc(-c4ccc(Cl)cc4)c23)c1,-4%,-11%
CC(C)(CNC(=O)CC1CCCC1)C(N)=O,-1%,-7%
OC1CCN(Cc2csc(-c3ccccc3)n2)CC1,-10%,-4%
CCC(C)c1ccc(NC(=O)N2CCN(Cc3ccc(Cl)s3)CC2)cc1 (configuration not stated),-8%,-9%
COCCCNC(=O)N1CCN(c2nnc(C)c3c(C)n(-c4ccc(Cl)cc4)nc23)CC1,5%,-4%
CCOC(=O)N1CCN(c2ncc3c(n2)CC(c2ccc(OC)c(OC)c2)CC3=O)CC1 (configuration not stated),-8%,-9%
CCCn1nc(C(=O)OCCO)c2ccccc2c1=O,-4%,2%
CC(C#N)(NC(=O)CSc1ccc2ccccc2n1)C1CC1 (configuration not stated),4%,-9%
CCOc1cccc(C2c3[nH]c4ccccc4c3CCN2C(=O)CSCc2ccc(F)cc2)c1 (configuration not stated),-10%[57.5 µM],?
CCCc1cc(=O)[nH]c(Nc2ccc(OCC)cc2)n1,-2%,5%
CCC1CCCCN1S(=O)(=O)c1ccc(C(=O)Nc2sc3c(c2C(N)=O)CCC3)cc1 (configuration not stated),-3%,-17%
CC1CCC(NC(=O)c2cc(-c3ccccc3)nc3ccccc23)CC1 (configuration not stated),-2%,-6%
O=C(CCc1cc2ccccc2o1)NC1CCCCC1,-3%,-2%
CC(=O)N1c2ccccc2C(=O)C1N1CCN(c2cc(Cl)ccc2C)CC1 (configuration not stated),53%[activator],-16%
CCOC(=O)NC(=O)COC(=O)CNC(=O)c1cccc(C)c1,-3%,5%
Cc1cc(Cl)ccc1OCC(=O)N(Cc1ccc(N(C)C)cc1)CC1CCCO1 (configuration not stated),-11%,?

(next part)
canonical_smiles,UDG counter,AID inhibitor
CCOC(=O)CSc1nc(-c2ccc(F)cc2)cc(C(F)(F)F)c1C#N,0%,12%
Cc1nn(C)c2ncc(NC(=O)CCc3ncc(-c4ccccc4F)o3)cc12,-4%,-14%
CCCCCC(C)NC(=O)Nc1cc(C(F)(F)F)ccc1Cl (configuration not stated),1%,-8%
CC1CCCCC1NC(=S)NCc1ccncc1 (configuration not stated),-10%,-2%
CC(C)(C)C(=O)Nc1oc(-c2ccccc2)c(-c2ccccc2)c1C#N,-11%,-7%
CCc1c(C)sc(NC(=O)c2cccc3ccccc23)c1C#N,-7%,49%[activator]
c1ccc(-c2ccc(CN3CCNCC3)s2)cc1,-2%,-2%
Cc1nn2c3c(cnc2c1-c1ccc(F)cc1)C(=O)CC(c1ccccc1)C3 (configuration not stated),3%,17%
C=CCn1c(N2CCC(C(N)=O)CC2)nc2c1c(=O)[nH]c(=O)n2C,2%,0%
COC(=O)c1ccc(CNC(=O)c2cccc(NC(C)=O)c2)cc1,9%,17%
Cc1cc(C)cc(NC(=O)N2CCN(c3cc(-c4noc(C)n4)ccc3C)CC2)c1,-1%,-17%
CNC(=O)c1ccc(CNC(=O)c2nccnc2N)cc1,0%,2%
Cc1ccc(CNC(=O)CSc2nc(=O)[nH]c3c2CCCC3)cc1,5%,17%
O=C(OCC(=O)c1cccs1)c1cccc(O)c1,12%,29%
COc1cc(CN(C(=O)c2cccc(C)c2)c2ccccn2)cc(OC)c1OC,21%,-22%
Cc1cc(C(=O)CSc2ccccc2Cl)c(C)[nH]1,-4%,-3%
CCCCN(CC)CCCNC(=O)C1CCN(c2nc3ccc(CC)cc3s2)CC1,?,-23%
CCN(C(=O)Cn1nc2c3cc(F)ccc3n(Cc3cccc(C)c3)cc-2c1=O)c1cccc(C)c1,-11%[57.5 µM],-1%
O=C(Cc1ccccc1F)NC1CCC(c2ccccc2)CC1 (configuration not stated),-3%,-5%
O=C(OCC(=O)c1cccs1)c1ccc(C(=O)c2ccccc2)cc1,-5%,13%
O=C(Nc1ccncc1)c1ccc(-c2ccccc2)cc1,1%,-12%
Cc1c(Cl)cccc1-n1ncc(C(=O)Nc2ccc(F)cc2F)c1C1CCN(C(=O)OC(C)(C)C)CC1,-16%,?
CC(CCc1ccco1)NC(=O)CCc1nnc2ccc(N3CCCC3)nn12 (configuration not stated),-8%,-3%
O=C(CCC1N=C2c3ccccc3N=C(SCc3ccccc3Cl)N2C1=O)NCCc1ccccc1 (configuration not stated),19%,37%[activator]
CCCCCn1nc(C(=O)Nc2ccccc2CC)c2ccccc2c1=O,-14%,-3%

Arranged by the number under AID inhibitor (low to high): 6 of the compounds above
molecule	AID inhibitor
Cc1cc(C)cc(NC(=O)N2CCN(c3cc(-c4noc(C)n4)ccc3C)CC2)c1	-17%
O=C(Cc1ccccc1F)NC1CCC(c2ccccc2)CC1 (configuration not stated)	-5%
c1ccc(-c2ccc(CN3CCNCC3)s2)cc1	-2%
CNC(=O)c1ccc(CNC(=O)c2nccnc2N)cc1	2%
CCOC(=O)CSc1nc(-c2ccc(F)cc2)cc(C(F)(F)F)c1C#N	12%
O=C(OCC(=O)c1cccs1)c1cccc(O)c1	29%

New compounds follow
canonical_smiles,UDG counter,AID inhibitor
COc1ccc(S(=O)(=O)N2CCCN(CC(=O)Nc3ccc(NC(C)=O)cc3)CC2)cc1,-3%[57.5 µM],0%[57.5 µM]
CCC(=O)N1CCc2cc(Br)cc(S(=O)(=O)N3CCCC(C(=O)Nc4cccc(F)c4)C3)c21 (configuration not stated),-3%,-6%
Cc1ccccc1Nc1cc(C)c2ccccc2n1,0%,-14%
CNC(=O)c1c(NC(=O)c2ccc(S(=O)(=O)N3CCCC(C)C3)cc2)sc2c1CCC2 (configuration not stated),-19%,5%
COC(=O)c1cc(S(=O)(=O)N2CCN(c3ccc(F)cc3)CC2)cn1C,-14%,1%
CCC(CC)C(=O)Nc1ccc(F)cc1,6%,3%
Cc1cccc(N2CCN(c3ccc(C(=O)O)cc3NC(=O)c3ccccc3F)CC2C)c1 (configuration not stated),-13%,-22%
CCOc1cc2[nH]c(=O)n(Cc3ccc(C(=O)N4CCN(c5ccccc5)CC4)cc3)c(=O)c2cc1OCC,-5%,3%
COc1cccc(C(=O)Nc2c3c(nn2-c2ccc(Cl)cc2)CS(=O)(=O)C3)c1,-8%,4%
CCCN(C(=O)c1cc2c(s1)-c1ccccc1OC2)c1ccc(C(C)C)cc1,-2%,?
COC(=O)c1ccc(Cn2c(SCC(=O)Nc3ccc(F)cc3)nc3ccccc32)cc1,-21%,23%
Cc1cccc(-n2c(SCC(=O)Nc3ccc(C)c(C)c3)nc3n[nH]c(C)c3c2=N)c1,3%[57.5 µM],7%
COC(=O)C1=C(N)Oc2cc(C)n(Cc3ccccc3)c(=O)c2C1c1ccccc1OC (configuration not stated),-2%,-10%
O=S(=O)(Nc1ccc2oc(-c3ccc(Cl)cc3)nc2c1)c1ccccc1,13%,-1%
COc1ccc(CCNS(=O)(=O)c2ccc(F)c(C(=O)Nc3ccc(Cl)cc3)c2)cc1OC,-11%,-2%
CC(C)(C)c1ccccc1NC(=O)CSc1nc2ncc(Br)cc2[nH]1,29%,-3%
COc1ccc(S(=O)(=O)N2Cc3ccccc3CC2C(=O)Nc2cccc(C)c2)cc1OC (configuration not stated),0%[57.5 µM],-8%[57.5 µM]
CCOC(=O)c1sc2ccccc2c1S(=O)(=O)N1CCN(c2ccccc2)CC1,-9%,18%
CCn1cc(/C=C(\NC(=O)c2ccc(C)cc2)C(=O)NCCCn2ccnc2)c2ccccc21,3%,13%
COc1cc(NC(=O)CN2CCN(c3ccc(F)cc3)CC2)cc(OC)c1,8%,10%
COc1cc(C(=O)O)c(Br)c(OC)c1OC,-3%,6%
CCCCCCn1nc(C(=O)OCC(=O)Nc2ccc(C(N)=O)cc2)c2ccccc2c1=O,3%,0%
CN(C)c1ccc(C(CNS(=O)(=O)c2ccc(Br)cc2)N2CCOCC2)cc1 (configuration not stated),?,?
COc1cccc(CNC(=O)c2c(C)oc3ncnc(N4CCOCC4)c23)c1,6%,52%[activator]
CCCCn1nc(C(=O)N2CCCSc3ccccc32)c2ccccc2c1=O,-5%,-6%
COc1ccc(NC(=O)CSc2ccc(-c3cccs3)nn2)cc1,-6%[57.5 µM],3%
COc1ccc(Br)cc1CNC(=O)c1cc(=O)[nH]c2ccc(S(=O)(=O)N3CCCCC3)cc12,-9%,9%
COc1ccc(NC(=O)Cc2c(C(=O)O)[nH]c3ccccc23)cc1OC,2%,98%[activator]
CCCCNC(=O)c1cccc2ccccc12,-4%,8%
CSc1ccc(-c2nc3c(C)cccn3c2Nc2ccc3c(c2)OCCO3)cc1,-6%,?
Cc1ccc2c(=O)c(C(=O)c3cccc(Cl)c3)cn(CC(=O)NCc3ccc(F)cc3)c2n1,-3%,-17%
CCc1nn(CC(=O)NCCc2ccc(OC)cc2OC)c(=O)c2cc3occc3n12,-1%,-15%
Cn1c(=O)c(=O)n(C)c2cc(S(=O)(=O)N3CCCC3C(=O)Nc3cccc(F)c3)ccc21 (configuration not stated),-1%[57.5 µM],-13%
O=C(Cn1nc(-c2ccc(Cl)cc2)c2ccccc2c1=O)Nc1cccc(C(F)(F)F)c1,-4%[57.5 µM],7%[57.5 µM]

Compounds above that have two or more sulfur atoms, in the order listed:
canonical_smiles,UDG counter,AID inhibitor
CCOc1ccc(NC(=O)CNS(=O)(=O)c2ccc(Br)s2)cc1,6%,19%
CCC1CCCCN1S(=O)(=O)c1ccc(C(=O)Nc2sc3c(c2C(N)=O)CCC3)cc1 (configuration not stated),-3%,-17%
CNC(=O)c1c(NC(=O)c2ccc(S(=O)(=O)N3CCCC(C)C3)cc2)sc2c1CCC2 (configuration not stated),-19%,5%
CCOC(=O)c1sc2ccccc2c1S(=O)(=O)N1CCN(c2ccccc2)CC1,-9%,18%
COc1ccc(NC(=O)CSc2ccc(-c3cccs3)nn2)cc1,-6%[57.5 µM],3%

Source: PubChem BioAssay

An excerpt, so the mix of outcomes need not match the whole.
